Assay outcomes deposited in PubChem by National Center for Advancing Translational Sciences (NCATS).
RGS4 inhibitor – human RGS4 inhibition; Potency, µM (highest dose often 114 µM), for inactives: top-dose activity change, negative = inhibition, usual class: inhibitors; Transcreener GDP fluorescence polarization, RGS4-accelerated GTP hydrolysis; actives 0.039% (n = 390,000); note: % is set by controls: 0 for no effect and ±100 for the full control effect; nearly all actives have a fitted effect of over 75% in size; some results filed as inactive show a strong effect at the top dose
Target sequence (P49798 whole entry, looked up): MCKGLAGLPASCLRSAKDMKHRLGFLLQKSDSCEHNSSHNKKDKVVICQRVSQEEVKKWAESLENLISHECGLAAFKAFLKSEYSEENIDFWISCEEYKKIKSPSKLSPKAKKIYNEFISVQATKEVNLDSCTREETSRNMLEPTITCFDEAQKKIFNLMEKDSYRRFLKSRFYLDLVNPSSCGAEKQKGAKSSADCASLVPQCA
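MLSMR compounds (23 nl, pin-transferred) preincubated 10 min at room temperature with a 500nM (2x) first reagent, then RGS4 at 900nM (2x) plus Transcreener GDP mix added; fluorescence polarization (620/688 nm) read before and after 90 min at 30 °C.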
rTrxR1 inhibitor – rat TrxR1 inhibition | O89049 | recombinant rTrxR1, NADPH fluorescence consumption, selenite substrate | Potency, µM (highest dose often 114 µM), without a hit: at the highest dose activity change, negative = inhibition, usual class: inhibitors | actives 1% (n = 390,000) | AID 588453; note: % is set by controls: 0 for no effect and ±100 for the full control effect; nearly all actives have a fitted effect of over 65% in size
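Rat TrxR1 (90 nM in the dispensed reagent) was pre-reduced with 400 uM NADPH for 5 min at room temperature, then incubated with compound for 15 min. After 400 uM selenite was added, NADPH fluorescence (Ex 340/Em 450 nm) was followed for 8 min.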
ERG Ets-DNA blk – ERG Ets/DNA interaction inhibition; Potency, µM (doses to about 76.9 µM), without a hit: at the highest dose FP activity, negative = inhibition, hits mostly inhibitors; actives 0.028% (n = 370,000); P11308; fluorescence polarization, His-ERG Ets domain / labelled DNA; active = well fitted inhibition curve with a large enough effect in the polarisation, with a control signal flat; inconclusive = small, poorly fitted or top-dose-only effect, or effect the other way, or a change in a side signal; inactive = no such curve, though single readings can be large or run the other way; the % refers to the polarisation;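 note: polarization taken with two DNA probes labelled with fluorescein and Texas red; % of control where 0% means no effect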
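His-tagged ERG Ets domain (1 uM in the protein solution; 300mM KCl, 50mM Tris-HCl, 1mM EDTA, 1mM DTT, pH 7.5) received compound, then a probe mix of 5 nM fluorescein-DNA and 100nM Texas-615-DNA. Fluorescence polarization was read for both dyes.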
ALOX12 inh – ALOX12 (human) lipoxygenase inhibition. P18054. purified 12hLO, xylenol orange hydroperoxide absorbance. Potency, µM (titrated, usually from 108 µM), for inactives: at the highest dose activity change, negative = inhibition, actives largely listed as inhibitors. actives 1.1% (n = 580,000); note: % is set by controls: 0 for no effect and ±100 for the full control effect
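Purified human 12hLO (150 nM final) in 25 mM Hepes, 0.01% Triton X-100, pH 7.0 was preincubated 15 min at room temperature with compound. Then 40 uM arachidonic acid was added, 30 min. Hydroperoxide was read by Fe-XO absorbance ratio 573/405 nm.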
GLS inh – glutaminase GLS (human) inhibition. Potency, µM (series often up to 45.5 µM), inactives show at the highest dose activity change, negative = inhibition, usual class: inhibitors. actives 0.21% (n = 410,000). AID 624170. GLS enzymatic activity, qHTS titration. O94925; note: % is set by controls: 0 for no effect and ±100 for the full control effect
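Coupled fluorescence readout: glutamate oxidase/HRP/Amplex Red detect glutamate formed by hKGA from L-glutamine (1 mM solution added). Buffer 45 mM KH2PO4 pH 8.2, 0.02% Tween-20; reads at t0 and 30 min RT.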
PGK inhibitor – T. brucei PGK inhibition | actives 0.043% (n = 380,000) | PGK/GAPDH coupled, Kinase-Glo luminescence, 60 min | AID 602233 | Potency, µM (series often up to 57.5 µM), without a hit: at the top dose activity change, negative = inhibition, actives largely listed as inhibitors; note: % is set by controls: 0 for no effect and ±100 for the full control effect; nearly all actives have a fitted effect of over 60% in size
Target sequence (P07378 whole entry, looked up): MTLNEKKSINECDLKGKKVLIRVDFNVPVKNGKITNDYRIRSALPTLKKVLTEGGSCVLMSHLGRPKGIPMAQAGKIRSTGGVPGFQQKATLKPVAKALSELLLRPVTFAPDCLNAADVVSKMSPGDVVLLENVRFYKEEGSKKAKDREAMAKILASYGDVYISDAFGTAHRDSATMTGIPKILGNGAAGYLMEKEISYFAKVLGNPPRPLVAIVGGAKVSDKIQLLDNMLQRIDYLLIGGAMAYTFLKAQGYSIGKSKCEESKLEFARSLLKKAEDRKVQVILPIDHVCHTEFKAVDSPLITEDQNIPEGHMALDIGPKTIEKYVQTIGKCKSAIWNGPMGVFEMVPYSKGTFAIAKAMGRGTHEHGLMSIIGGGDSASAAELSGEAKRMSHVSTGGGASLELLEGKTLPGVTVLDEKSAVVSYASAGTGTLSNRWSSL
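Recombinant glycosomal PGK reaction used 1,3-bisphosphoglycerate generated in-well by GAPDH (100nM final) in 100mM TEA pH 7.6, 5mM MgCl2, 0.01% Tween-20. After 60 minutes at room temperature, ATP was read by Kinase-Glo Plus luminescence end-point.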
Pin1 inh – human Pin1 inhibition | Pin1 FP peptide displacement, HiFluor488, 10 min | Potency, µM (doses to about 115 µM), inactives show top-dose activity, negative = inhibition, hits mostly inhibitors | actives 0.009% (n = 390,000); active = well fitted inhibition curve with a large enough effect in the polarisation, with a control signal flat, not every such curve was filed as active; inconclusive = small, poorly fitted or top-dose-only effect, or effect the other way, or a change in a side signal; inactive = no such curve, though single readings can be large or run the other way; the % refers to the polarisation; note: % is set by controls: 0 for no effect and ±100 for the full control effect
Target sequence (Q13526 whole entry, looked up): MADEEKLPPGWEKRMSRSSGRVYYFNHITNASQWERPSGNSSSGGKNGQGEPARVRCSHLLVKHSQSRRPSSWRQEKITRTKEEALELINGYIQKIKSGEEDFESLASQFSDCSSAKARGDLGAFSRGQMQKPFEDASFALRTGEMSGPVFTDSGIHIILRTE
JMJD2A Tudor – JMJD2A Tudor domain (human) inhibition. AlphaScreen JMJD2A-Tudor / H3K4me3 peptide binding. actives 4.4% (n = 390,000). AID 504339. O75164. Potency, µM (titrated, usually from 114 µM), for the others: top-dose activity change, negative = inhibition, usual class: inhibitors; note: % is set by controls: 0 for no effect and ±100 for the full control effect; nearly all actives have a fitted effect of over 50% in size
HP1b chromo inh – HP1-beta chromodomain-methylated histone interaction inhibition; P83916; actives 0.56% (n = 390,000); AlphaScreen HP1-beta / biotin-H3K9me3 peptide binding; Potency, µM (top dose mostly 114 µM), for inactives: at the highest dose activity change, negative = inhibition, usual class: inhibitors; note: nearly all actives have a fitted effect of over 70% in size; inactives centre near 23
Target sequence (P83916 whole entry, looked up): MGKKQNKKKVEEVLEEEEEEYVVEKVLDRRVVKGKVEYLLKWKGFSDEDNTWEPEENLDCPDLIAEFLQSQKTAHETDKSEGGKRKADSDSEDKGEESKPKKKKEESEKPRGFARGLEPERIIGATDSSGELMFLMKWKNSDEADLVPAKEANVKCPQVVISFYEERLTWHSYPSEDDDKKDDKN
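AlphaScreen: HP1-beta (50 nM) preformed 30 min with biotin-H3(1-18)K9me3 peptide (50 nM) in PBS pH 7.4, 0.01% Tween-20. Compound added for 30 min at RT, then streptavidin donor/nickel chelate acceptor beads (10 ug/mL) for 30 min.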
Numbers without * were called inactive; i = inactive; ? = inconclusive; . = not tested or not shown; & = joins results of further samples; [ ] = dose if it differs, or a comment. Unless noted, calls come from the whole dose curve; as a rule, active = well fitted curve in the direction sought with a large enough effect; inconclusive = small, poorly fitted or top-dose-only effect, or another doubt; inactive = no such curve, though single readings can be large; an effect the other way counts as inactive or inconclusive. Potency is the fitted concentration of half-maximal effect.

cpd	SMILES	RGS4 inhibitor	rTrxR1 inhibitor	ERG Ets-DNA blk	ALOX12 inh	GLS inh
1	Cc1cc(C)nc(NC2=NCC(=O)N2c2ccccc2Br)n1	13.6%	13.2%	-2.8%	?	-5.3%
2	COc1cc(N)c(Cl)cc1C(=O)OCC(=O)c1ccc2c(c1)NC(=O)CO2	6.0%	-9.2%	3.8%	-19.0%	1.7%
3	COc1ccc(C2CC(=O)N(Cc3ccc(F)cc3)c3ccccc3S2)cc1 (stereo unspecified)	-8.3%	13.8%	5.0%	0.0%	6.3%
4	Cn1c(NC(=O)c2ccc(Cl)cc2Cl)cc(=O)n(C)c1=O	1.6%	25.2%	7.3%	9.4%[57.4 µM]	1.6%
5	CC(=O)c1ccc(NC(=O)C(C)Sc2nnc(-c3ccncc3)n2C2CC2)cc1 (stereo unspecified)	8.0%	-5.9%[57.1 µM]	0.5%	-16.7%	-3.0%
6	CSc1nc2c(c(C(F)(F)F)n1)CC(C)CC2 (stereo unspecified)	3.6%	8.9%	6.5%	264.7%[activator]	3.8%
7	CNc1oc(/C=C/c2cccc(OC)c2)nc1C#N	5.6%	302.7%[activator]	6.2%	?	2.5%
8	O=c1oc2ccccc2cc1-c1nnc(NCc2ccco2)s1	-16.8%	-33.3%	13.9%	0.0%	-0.6%
9	O=C(Nc1ccc(OC(F)(F)F)cc1)Nc1cccc([N+](=O)[O-])c1	-14.7%	-5.0%	18.2%	?	4.3%
10	Cc1ccc(O)c(NC(=O)c2nc3nc(C)cc(C(F)F)n3n2)c1	-8.0%	-6.8%	1.8%	-11.3%	9.8%
11	c1ccc2c(c1)Cn1nc(Cc3nc4c(s3)CCCC4)nc1-2	-2.9%	2.9%	-9.3%	0.0%	5.4%
12	Cc1occc1C(=O)NNC(=O)C(c1ccccc1)c1ccccc1	-9.8%	14.7%	1.3%	15.7%	-3.6%

cpd	PGK inhibitor	Pin1 inh	JMJD2A Tudor	HP1b chromo inh
1	0.5%	0.3%	-5.5%	37.7%
2	-2.7%	9.1%	-23.4%	9.8%
3	-3.2%	-3.8%	4.0%	37.5%[activator]
4	i	7.8%	-3.5%	37.7%[activator]
5	i	10.4%	?	0.8%
6	-17.8%	-4.5%	13.8%	28.0%
7	-2.8%	-2.7%	27.2%	23.4%
8	0.9%	60.4%[activator]	-19.8%	7.5%
9	-9.0%	4.7%	-23.3%	5.4%
10	-5.7%	1.0%	-14.1%	52.0%[activator]
11	1.3%	-1.4%	-27.9%	-13.7%
12	-5.3%	1.1%	-5.1%	25.9%

Three of the entries above in order of their number in rTrxR1 inhibitor, rising.
cpd	SMILES	RGS4 inhibitor	rTrxR1 inhibitor	ERG Ets-DNA blk	ALOX12 inh	GLS inh
6	CSc1nc2c(c(C(F)(F)F)n1)CC(C)CC2 (stereo unspecified)	3.6%	8.9%	6.5%	264.7%[activator]	3.8%
1	Cc1cc(C)nc(NC2=NCC(=O)N2c2ccccc2Br)n1	13.6%	13.2%	-2.8%	?	-5.3%
4	Cn1c(NC(=O)c2ccc(Cl)cc2Cl)cc(=O)n(C)c1=O	1.6%	25.2%	7.3%	9.4%[57.4 µM]	1.6%

cpd	PGK inhibitor	Pin1 inh	JMJD2A Tudor	HP1b chromo inh
6	-17.8%	-4.5%	13.8%	28.0%
1	0.5%	0.3%	-5.5%	37.7%
4	i	7.8%	-3.5%	37.7%[activator]

Additional records:
cpd	SMILES	RGS4 inhibitor	rTrxR1 inhibitor	ERG Ets-DNA blk	ALOX12 inh	GLS inh
13	COc1ccc(CC(=O)Nc2ccc(S(=O)(=O)Nc3cc(C)on3)cc2)cc1	8.4%	25.6%	1.6%	50.9%[activator]	-1.9%
14	Cc1ccccc1NC(=O)COC(=O)Cc1cccc(C(F)(F)F)c1	-1.7%	0.3%	-1.9%	-8.5%	-4.3%
15	Cc1ccc(CN2C(=O)C(O)(c3c[nH]c4ccccc34)c3cc(Cl)ccc32)cc1 (stereo unspecified)	4.1%	-1.1%	1.7%	?	-8.6%
16	Cc1ccc2nc(-c3ccc(Br)cc3)cn2c1	4.9%	7.2%	-0.5%	?	-2.0%
17	CCCCNCCS(=O)(=O)NCc1ccccc1OC	-4.8%	17.2%	-2.7%	28.3%	1.3%
18	Cc1c(Br)c(C(F)(F)F)nn1CC(=O)NCc1ccccc1	-29.9%	-3.7%	6.9%	-15.4%	-1.1%
19	Oc1ccc(Br)cc1-c1nc2cnccn2c1NC1CCCCC1	4.3%	6.4%	.	?	?
20	Cc1cc(C(=O)OCC(=O)Nc2cc(Cl)ccc2C)c(C)o1	-12.7%	-7.2%	-13.8%	0.2%	1.1%
21	Cc1ccc(C)c(N2CCN(S(=O)(=O)c3cc(C(=O)Nc4cc(Cl)cc(Cl)c4)ccc3F)CC2)c1	4.8%	10.9%[57.1 µM]	-7.1%	-33.8%	-15.2%
22	O=C(CCCN1C(=O)/C(=C/c2cccs2)SC1=S)Nc1cccc(C(=O)O)c1	16.1%	20.4%	7.7%	-1.4%	16.8%
23	CCCOc1ccc(CCC(=O)O)cc1	-7.1%[56.9 µM]	15.2%	-19.5%	2.9%	-9.6%
24	CCN(CC)CCn1c2c(c(SCC(=O)Nc3nc(C)cs3)nc1=O)CCC2	8.1%	21.4%[11.4 µM]	0.4%	0.3%	3.0%

cpd	PGK inhibitor	Pin1 inh	JMJD2A Tudor	HP1b chromo inh
13	-2.6%	-7.6%	-6.2%	33.8%
14	-5.0%	7.9%	-0.7%	39.8%[activator]
15	-5.9%	2.4%	?	15.1%
16	-4.5%	0.9%	4.3%	8.2%
17	4.9%	-1.6%	?	6.1%
18	5.0%	12.5%	8.3%	24.9%
19	-0.9%	-6.0%	?	11.5%
20	i	?	1.5%	27.2%
21	i	-1.3%	-15.9%	-8.1%
22	-11.8%	-4.0%	-35.7%	-0.1%
23	-7.4%	-2.5%	2.5%	64.1%[activator]
24	i	-1.8%	-28.8%	31.4%

Next section.
cpd	SMILES	RGS4 inhibitor	rTrxR1 inhibitor	ERG Ets-DNA blk	ALOX12 inh	GLS inh
25	Cc1ccc(CN2C(=O)C(Cc3ccccc3)Nc3ncnc(N4CCCCC4)c32)cc1 (stereo unspecified)	-14.0%	18.4%	-27.3%	-14.6%&-13.4%	-0.7%&-0.3%
26	NC(=O)c1cccc(NC(=O)Nc2ccc(Cl)cc2)c1	?	16.1%	-1.6%	-0.7%	-10.5%
27	Cc1cc(N2CCOCC2)n2nc(C)c(-c3ccccc3Cl)c2n1	-12.9%	15.1%	-13.4%	0.0%	-11.8%
28	COc1cccc(NCc2cccn2-c2nnc(N3CCC(C)CC3)s2)c1	-3.1%	?	0.1%	-14.3%	12.5%
29	CCn1c2ccccc2c2cc(NC(=O)COC(=O)Cc3cn4ccsc4n3)ccc21	19.6%	-7.1%	5.5%	-11.5%	8.5%
30	Cc1ccc(C)c(C(=O)C(C)Sc2nc3nn(-c4ccccc4)c(=O)c-3c3n2CCCCC3)c1 (stereo unspecified)	-4.9%	16.8%	-3.2%	0.0%	1.4%
31	O=C(NCc1nc(-c2ccc(Cl)cc2)no1)c1ccc2c(c1)OCO2	3.7%	17.9%[57.1 µM]	9.1%	-1.3%	-0.6%
32	Cc1cc(C)n(CC(=O)NNC(=O)c2cccc(C(F)(F)F)c2)n1	9.4%	25.0%	-7.5%	4.5%	11.5%
33	OCc1nc2ccccc2n1CC(O)Cn1ccc2ccccc21 (stereo unspecified)	13.1%	8.9%[57.1 µM]	-7.1%	0.0%	-0.2%
34	COc1ccccc1-c1ccc(SCc2ccccc2F)nn1	-21.3%	6.9%[57.1 µM]	15.2%	-1.6%	-23.2%
35	CCOc1ccc(N(CC(=O)NC2CC3CCC2C3)S(=O)(=O)c2ccc(C)cc2)cc1 (stereo unspecified)	26.4%	24.0%	-5.2%	481.7%[activator]	-1.3%
36	O=C(Nc1cccc(C(F)(F)F)c1)c1ccc2nc(N3C(=O)CCC3=O)sc2c1	-52.7%	-4.4%	-3.9%	1.7%	-0.6%
37	COc1ccccc1NC(=S)N1CCC(c2nc3ccccc3o2)CC1	-17.6%	12.5%	1.3%	-14.4%	12.0%
38	COc1ccc(C(=O)OCC(=O)C(C)(C)C)cc1S(=O)(=O)N(C)CCc1cccnc1	-5.3%	0.0%[57.1 µM]	-8.3%	358.5%[activator]	-11.1%
39	Cc1ccc(-c2noc(CNC(=O)c3ccc(C(C)(C)C)cc3)n2)cc1	7.1%	7.9%	6.0%	?	-8.0%

cpd	PGK inhibitor	Pin1 inh	JMJD2A Tudor	HP1b chromo inh
25	4.9%	41.6%[activator]	-26.4%	40.8%[activator]
26	-9.8%	-0.8%	-11.6%	36.4%
27	i	-0.2%	8.7%	41.6%[activator]
28	-6.9%	6.8%	-27.5%	15.7%
29	-2.8%	18.5%	35.5µM*	1.4%
30	i	-0.8%	?	-8.5%
31	-2.2%	-2.1%	-16.5%	3.9%
32	-6.6%	3.5%	-11.0%	32.8%
33	2.1%	2.9%	-25.4%	20.4%
34	0.9%	8.2%	38.5%[activator]	117.4%[activator]
35	1.9%	?	-5.0%	21.2%
36	-5.8%	10.0%	-0.9%	44.9%[activator]
37	-3.7%	-3.9%	-17.2%	12.7%
38	i	-10.8%	-9.9%	6.8%
39	2.2%	28.9%	-5.6%	42.8%[activator]

A portion of the library; the hit share may differ from the screen's.
